# Assay outcomes deposited in PubChem by National Center for Advancing Translational Sciences (NCATS).
# ERK EGF block = blocks ERK signaling stimulated by EGF; AID 1454; HEK293-V1b, EGF-stimulated phospho-ERK AlphaScreen; Potency, µM (series often up to 11.5 µM), for the others: at the top dose activity change, negative = inhibition, actives largely listed as inhibitors; 130,000 tested, 0.41% active; active = well fitted inhibition curve with a large enough effect; inconclusive = small, poorly fitted or top-dose-only effect, or effect the other way;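 note: plate controls were stimulated vehicle wells for no effect and unstimulated vehicle basal for full effect; nearly all actives have a fitted effect of over 55% in size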
#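 Concentration-response of compounds against EGF-driven ERK phosphorylation in V1b-expressing HEK293 cells; 30 min preincubation, 5 min EGF, AlphaScreen detection; Normalized to DMSO basal and 25 nM EGF.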
# The depositor's hits bear a star; ? = inconclusive; [ ] = remark or other dose. Potency is the fitted concentration of half-maximal effect. Not all compounds are listed; count on the stated rates, not on these rows.
SMILES,ERK EGF block
CN1CCN(C(=O)c2cnn3c2NC(c2ccccc2)CC3C(F)(F)F)CC1 (stereo not drawn),-6.3%
O=C(CSc1ccc2nnc(-c3ccccc3)n2n1)N1CCCc2ccccc21,11.5%
COc1ccc(C2N(c3ccc4c(c3)OCCO4)C(=O)C2(F)F)cc1OC (stereo not drawn),?
C/C(CC(=O)NC1CCCCC1)=N\NC(=O)COc1ccc(C)cc1Br,-1.1%
CN1CCC(N(C)CC(O)c2ccccc2)CC1 (stereo not drawn),-2.2%
Cc1ccc(OCC(=O)Nc2ccc3c(c2)CCC3)c([N+](=O)[O-])n1,1.0%
Cn1ncc(Br)c1C(=O)N1CCN(C(=O)c2ccco2)CC1,5.0%
C/C=C(/C)C(=O)Nc1cccc(C2=NOC3(C2)C[C@H](C(N)=O)N(C(=O)Cc2ccc([N+](=O)[O-])cc2)C3)c1 (stereo partly drawn),-8.6%[57.5 µM]
C/C(CC(=O)N1CCN(C=O)CC1)=N\NC(=O)c1ccc(Cl)cc1,-4.4%
O=[N+]([O-])c1ccc(-c2cn(-c3ccccc3F)c(=S)[nH]2)cc1,3.1%
O=C(CSc1ccc2c(c1)OCCO2)Nc1cccc(S(=O)(=O)N2CCCCC2)c1,-3.2%
C/C(CC(=O)Nc1cc(Cl)ccc1Cl)=N\NC(=O)c1ccccc1Br,-20.6%
O=C(Nc1ccc(-c2noc(COc3ccccc3Cl)n2)cc1)c1ccco1,-4.0%
Fc1ccc(COc2ccccc2-c2ccnc3ncnn23)cc1,-1.2%
CC(=O)CSc1ccc(-c2nc3cc(C)c(C)cc3[nH]2)cn1,6.8%
Cc1cc(OCCCN2CCN(Cc3ccccc3)CC2)ccc1[N+](=O)[O-],?
Cc1nnc2sc(SCC(=O)Nc3nccs3)nn2c1=O,4.3%
Cn1cccc1C(=O)N1CCC2(CC1)CCN(c1ncccn1)CC2,3.3%
O=C(CC(C(=O)O)c1ccccc1)Nc1cccc2ccccc12 (stereo not drawn),5.6%
Cc1cc(C)nc(NC(C)(C)C(=O)O)n1,0.4%
Cc1cccc(C(c2c(C)nn(-c3ccccc3)c2N)c2c(C)nn(-c3ccccc3)c2N)c1,-7.0%
CC(/C=N/n1c(-c2ccco2)n[nH]c1=S)=C\c1ccco1,5.0%
Cc1ccsc1C(=O)N1CCCC(C(=O)c2cc(F)ccc2F)C1 (stereo not drawn),-13.1%[57.5 µM]
COc1cc(NC(=O)Nc2ccc3c(c2)OCO3)cc(OC)c1OC,3.6%
O=C(COC(=O)c1cncc(Br)c1)NCc1ccccc1,11.3%
O=[N+]([O-])c1cc(S(=O)(=O)Nc2ccccc2)ccc1NCc1ccccc1,6.2%
Nc1nc(SCC(=O)Nc2cccc(S(=O)(=O)N3CCCCCC3)c2)n[nH]1,?
CN(C)c1ccc(CNn2cnnc2SCC(=O)NC(C)(C)C)cc1,-9.0%
COc1ccc(OC)c(-c2csc(NC(=O)CSc3ccc([N+](=O)[O-])cc3)n2)c1,-3.2%
CC(C)(C)OC(=O)NCCCC1=CC2=CC(=O)C(C)(O)C(=O)C2=CO1 (stereo not drawn),2.5%
Cc1cccc(NS(=O)(=O)c2cnc[nH]2)c1,-2.4%
Cc1ccccc1NCC(=O)N/N=C\c1ccc([N+](=O)[O-])s1,-14.3%
COc1cccc(/C=N/Nc2nc(-c3cccnc3)nc3ccccc23)c1,3.6%[57.5 µM]
CCn1c(C)[n+](CCOC(C)=O)c2cc(Cl)c(Cl)cc21,-10.9%
Cc1nnc(SCC(=O)NC2CCS(=O)(=O)C2)n1Cc1ccccc1 (stereo not drawn),6.8%
Cc1ccc(C(=O)N2CCC(Cc3ccccc3)CC2)cc1[N+](=O)[O-],-9.3%
CN(C(=O)CS(=O)(=O)Cc1ccccc1Cl)c1ccccc1,-11.0%
COc1cc(NC(=O)c2cc(C)nc3ccccc23)cc(OC)c1,-2.5%
O=C(NCCC1=CCCCC1)c1ccc(F)cc1,1.6%
COc1ccc(C(=O)CSC#N)cc1OC,-0.7%
CC(C)(/C=N/NC(=O)CSCc1ccccc1Cl)CCC#N,-6.4%
COc1cccc(N=c2oc3cc(O)ccc3cc2C(=O)NCC2CCCO2)c1 (stereo not drawn),28.2µM*
O=C(Nc1nccs1)c1cc(-c2ccccc2)nc2ccccc12,-0.1%
O=C(Nc1ccccc1N1CCOCC1)c1cc2c(s1)CCCCC2,0.9%
Cc1ccccc1-n1nnnc1SCC(C)C,-2.8%
CCOc1ccc(Cn2c3ccc(OC)cc3c3nc4ccccc4nc32)cc1,-0.6%
O=C(/C=C/c1ccc(F)cc1)NC(Cc1c[nH]c2ccccc12)C(=O)O (stereo not drawn),5.8%[57.5 µM]
Cn1cc(Br)c(-c2cccc(N3C(=O)CCCC3=O)c2)n1,12.9%[57.5 µM]
Cc1csc(NC(=O)Cc2ccccc2[N+](=O)[O-])n1,-0.2%
Cc1ccc(NC(=O)CSc2ncc3ccccn23)cc1C,-3.8%
CC1CC(C)CN(C(=O)CSc2nnc(-c3ccc(Cl)s3)o2)C1 (stereo not drawn),7.2%
Cc1c(NS(=O)(=O)c2ccc(N3CCN(C)CC3)c([N+](=O)[O-])c2)c(=O)n(-c2ccccc2)n1C,-3.5%
O=[N+]([O-])c1ccc2nc(SCc3cn4cc(Cl)ccc4n3)[nH]c2c1,4.9%
Clc1ccc2c(c1)C(C1=NCCN1)c1ccccc1CS2 (stereo not drawn),-5.2%
COc1ccccc1[C@@H]1C(c2cccc(Cl)c2)=NN(c2ccc(Br)cc2)[C@H]1C(=O)N1CCOC1=O,?
Cc1cc(/C=N/N2CCN(C)CC2)c(C)n1-c1ccc(Cl)cc1,-3.5%[57.5 µM]
O=C(NCN1C(=O)C2C3C=CC(C3)C2C1=O)Nc1ccccn1 (stereo not drawn),7.5%
Cc1cc(F)ccc1S(=O)(=O)Nc1ncnc2scc(-c3ccc(F)cc3)c12,3.8%
Cc1cc(C)cc(OCc2nc(-c3cccnc3)no2)c1,-11.4%
CCCOc1ccc(C(=O)CCN2CCN(C(=O)OCC)CC2)cc1,-2.3%
# Further entries.
SMILES,ERK EGF block
Cc1cc(/C=N/NC(=O)C(O)(c2ccccc2)c2ccccc2)c(C)n1-c1cccc(C(=O)O)c1,-2.9%[57.5 µM]
Cc1cccc(NC(=S)Nc2ccc(N3CCOCC3)cc2)c1C,26.2%
O=c1c2ccccc2c(C=Nc2cccc(S(=O)(=O)NC3=NCCCCC3)c2)c(O)n1Cc1ccccc1,5.5%[57.5 µM]
Cc1ccc(Nc2ncccc2C(=O)O)cc1C,2.5%[57.5 µM]
Cc1cc(C)c2sc(NC(=O)CN3C(=O)CCC3=O)nc2c1,7.1%[57.5 µM]
N=C(N)c1ccc(/C=C/c2ccc(C(=N)N)cc2O)cc1,-5.0%[57.5 µM]
CC(=O)Nc1ccc(N(C(=O)CNC(=O)c2ccco2)C(C(=O)NCc2ccco2)c2ccccc2F)cc1 (stereo not drawn),-3.0%
COc1c(Br)cc([N+](=O)[O-])c(OC)c1C(=O)NC(=O)Nc1c(Cl)cccc1Cl,1.4%[57.5 µM]
Cc1ccccc1NC(=O)Cc1ccccc1,-4.2%
CC1CCCC(C)N1C(=O)CSc1nnc(COc2cccc3cccnc23)o1 (stereo not drawn),-4.1%
Cc1cc(NC(=O)/C=C/c2ccccc2Cl)no1,0.2%
CC(C)(C)NC(=O)CN(C(=O)c1csnn1)c1cccc2c1CCCC2,-6.7%
CCOc1nc(N2CCOCC2)nc(N2CCOCC2)n1,?
COc1ccc(C)cc1NC(=O)c1nn(C)cc1Br,6.9%[57.5 µM]
Cc1n[nH]c(C)c1CCCCOc1ccccc1,-0.5%

# Given bar-delimited: part of the list above
SMILES | ERK EGF block
Cc1cc(C)c2sc(NC(=O)CN3C(=O)CCC3=O)nc2c1 | 7.1%[57.5 µM]
N=C(N)c1ccc(/C=C/c2ccc(C(=N)N)cc2O)cc1 | -5.0%[57.5 µM]
CC(=O)Nc1ccc(N(C(=O)CNC(=O)c2ccco2)C(C(=O)NCc2ccco2)c2ccccc2F)cc1 (stereo not drawn) | -3.0%
COc1c(Br)cc([N+](=O)[O-])c(OC)c1C(=O)NC(=O)Nc1c(Cl)cccc1Cl | 1.4%[57.5 µM]

# Following part
SMILES,ERK EGF block
O=C(O)c1cccnc1SCC(=O)C12CC3CC(CC(C3)C1)C2,-12.0%[57.5 µM]
CCCCCCOc1ccc(N2C(=O)CC(SC(=NCC)NCC)C2=O)cc1 (stereo not drawn),-10.1%
CCN(CC)CCSc1nnc2c3ccccc3n(Cc3ccccc3)c2n1,16.1%[57.5 µM]
CCN(CC(=O)NCc1ccc(Cl)cc1)S(=O)(=O)c1ccc(NC(C)=O)cc1,-0.8%
CCCCN(C(=O)COc1ccc(NC(C)=O)cc1)C1CCS(=O)(=O)C1 (stereo not drawn),1.4%
CS(=O)(=O)Nc1cccc(-c2nc(N3CCNCC3)c3ccccc3n2)c1,17.7%
COc1ccc(C2CC(c3cccs3)=NN2C(=O)c2ccc(Br)o2)cc1 (stereo not drawn),5.7%
COc1ccc(-c2cc3ccccc3n2CC(O)CN2CCC(C)CC2)cc1 (stereo not drawn),-0.6%
O=C(CCCCCn1c(=S)[nH]c2ccc(N3CCOCC3)cc2c1=O)NCc1ccccc1Cl,-6.4%
O=c1c(Cc2ccccc2)c(O)c2cccc3c4c(n1c23)CCCC4,-4.1%[57.5 µM]
CNC(=O)[C@H](C)[C@H]1C[C@]1(C)[C@H](NC(=O)OCc1ccccc1)c1ccccc1,2.6%
CCOC(=O)N1CCN(C(=O)CSCC(=O)Nc2nc(-c3ccccc3)cs2)CC1,-5.5%
CN(C)c1ccc(C(=O)OCC(=O)c2cccs2)cc1,-0.6%
CCOC(=O)C1CCN(C(=O)c2sccc2Cl)CC1,2.6%[57.5 µM]
Cc1cc2oc(=O)cc(Cn3ncc(Cl)c(Cl)c3=O)c2cc1Cl,?

# 7 entries already listed, arranged by heavy-atom count, lowest first:
SMILES,ERK EGF block
Cc1ccccc1NC(=O)Cc1ccccc1,-4.2%
CN1CCC(N(C)CC(O)c2ccccc2)CC1 (stereo not drawn),-2.2%
Cc1ccc(NC(=O)CSc2ncc3ccccn23)cc1C,-3.8%
O=C(NCN1C(=O)C2C3C=CC(C3)C2C1=O)Nc1ccccn1 (stereo not drawn),7.5%
O=c1c(Cc2ccccc2)c(O)c2cccc3c4c(n1c23)CCCC4,-4.1%[57.5 µM]
COc1ccc(C2N(c3ccc4c(c3)OCCO4)C(=O)C2(F)F)cc1OC (stereo not drawn),?
CCCCCCOc1ccc(N2C(=O)CC(SC(=NCC)NCC)C2=O)cc1 (stereo not drawn),-10.1%

# Later entries:
SMILES,ERK EGF block
CCc1ccccc1NC(=O)COc1ccc2c(c1)OCO2,3.7%
COc1cc([C@@H]2c3cc4c(cc3C(OC3OC5COC(C)OC5C(O)C3O)C3COC(=O)[C@@H]32)OCO4)cc(OC)c1O (stereo partly drawn),0.8%
O=C(Nn1c(C2CCCCC2)nc2ccccc2c1=O)c1ccc(Cl)c([N+](=O)[O-])c1,-0.2%
COc1ccc2nc(N/C(N)=N/C(=S)Nc3ccccc3)nc(C)c2c1,-0.7%
Cc1nn2c(N3CCN(C)CC3)cc(C(C)(C)C)nc2c1-c1ccccc1,?
CCOC(=O)C1(CC2CC2)CCN(S(=O)(=O)/C=C/c2ccccc2)CC1,-7.0%
Cc1ccc(S(=O)(=O)Oc2ccc(/C=C3/N=C(c4ccccc4)OC3=O)cc2)cc1,-2.2%
CC(=O)N1N=C(c2ccc(Cl)cc2)CC1c1ccco1 (stereo not drawn),-2.3%[57.5 µM]
O=C(Nc1ccc(F)cc1)C1C2CCC3C(CCC21)C3(Cl)Cl (stereo not drawn),-20.6%[57.5 µM]
COc1ccc(C/C(N)=N/OC(=O)c2cccs2)cc1,5.7%
CCC(CC)=NNC(=O)c1ccccc1OCc1ccc(F)cc1,-1.2%
O=C(N/C(=C/C=C/c1ccccc1)C(=O)N1CCOCC1)c1ccccc1Cl,11.8%
COc1ccc(C(=O)N2C(=O)c3ccc(N)cc3C2=O)cc1,-1.6%
Cc1cc([N+](=O)[O-])ccc1NC(=O)/C=C/c1cccs1,6.3%
COC(=O)c1c(C(=O)OC)c2cc(C(=O)c3ccccc3)ccn2c1Cl,6.9%
CC(=O)c1cnn(-c2ccc(Cl)cc2)c1C,2.8%[57.5 µM]
CCc1ccc(-c2cc(C(=O)NN3CCOCC3)c3ccccc3n2)s1,-5.6%
CNCC(=O)Nc1ccc(OC(F)(F)F)cc1,-10.2%
Cc1nn(Cc2ccccc2)c(C)c1NC(=O)CCCn1nc([N+](=O)[O-])cc1C,-7.0%
Cc1cc(O)c(C=O)c2c1C(=O)Oc1c(COC(=O)/C=C/C(=O)O)c(O)c(C(=O)O)c(C)c1O2,-5.5%
CCc1ccccc1NC(=O)C(C#N)Cc1cccnc1 (stereo not drawn),-1.7%
CN(C)/C=C(\C#N)C(N)=C(C#N)C#N,-6.6%
O=C(COC(=O)/C=C/c1cccs1)Nc1nc(-c2cccc(Br)c2)cs1,-21.4%[57.5 µM]
CC(=O)NCCCNS(=O)(=O)c1ccc(C)cc1,-0.3%
CCOC(=O)COc1cc(-n2c(=S)[nH]c3cc(OC)c(OC)cc3c2=O)c(Cl)cc1Cl,-3.7%
CC1(C(=O)N2CC3(CC(c4cccc(NC(=O)CC(c5ccccc5)c5ccccc5)c4)=NO3)C[C@@H]2C(N)=O)CC1 (stereo partly drawn),-9.8%[57.5 µM]
Cc1ccccc1NC(=O)/C(C#N)=C\c1cc(C)n(-c2ccc(C(=O)O)cc2)c1C,-7.0%[57.5 µM]
CCCCNS(=O)(=O)c1ccc(NC(=O)C(Sc2ccccc2)c2ccccc2)cc1 (stereo not drawn),3.6%
C/C(=N\NC(=O)c1ccc(COc2ccccc2)cc1)c1ccncc1,3.4%
COc1cc2c(cc1OC)CN(CC(=O)Nc1ccccc1SC)CC2,2.6%
CC1(OC(=O)c2ccco2)C(=O)C=C2C=C(c3ccsc3)OC=C2C1=O (stereo not drawn),6.6%
O=S(=O)(Nc1nc2ccccc2nc1NCC1CCCO1)c1cc(Cl)ccc1Cl (stereo not drawn),-4.8%[57.5 µM]
